UTI89 phage lysis: inhibition of K1F phage lysis, E. coli UTI89, bacterial capsule biogenesis inhibitors, alamar blue (AID 488966) | E. coli UTI89 K1F phage lysis, alamar blue, 2 h; higher % means a stronger effect | one-dose inhibition, % at 100 µM; IC50 in µM for titrated hits | 340,000 tested, 0.02% active;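 active means phage lysis inhibition, versus mean bacterial control, above a set limit; inconclusive means no clear call, values can overlap the other calls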;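 further: capsule biogenesis inhibitors block K1F phage lysis so surviving cells raise fluorescence; higher fluorescence means more inhibition of phage lysis; actives were called in the ten point dose series up to 300 µM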
NS5 inhibitors: flavivirus cap methylation enzyme inhibition – biochemical, confirmation dose response, primary screen (AID 588689); 340,000 tested, 0.3% active; Dengue-2 NS5 methyltransferase capping enzyme assay, biochemical; higher % means a stronger effect; inhibition, % at 25 µM, or IC50 in µM where a hit was titrated; in the data active means a potency from the dose series; inconclusive means inhibition above about 29% without an active follow-up result
PhoP inhibition: inhibitors of PhoP regulon expression, primary screen, Salmonella Typhimurium, GFP reporter (AID 1863); S. Typhimurium PhoP-regulated promoter GFP reporter, 4 h; higher % means a stronger effect; one-dose inhibition, % at 50 µM; IC50 in µM for titrated hits; 300,000 tested, 0.16% active;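 active means inhibition over 29.93%, a cutoff 3 SD above the screen mean, later confirmed by dose response; inconclusive means inhibition over 29.93% but no dose response follow-up; inactive means inhibition at most 29.93% or unconfirmed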;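 further: 0% = low Mg2+ inducing control and 100% = high Mg2+ repressing control; strong numbers were not always called active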
West Nile antiviral: West Nile virus antiviral activity, cell-based, CPE readout (AID 1621); West Nile virus-infected cells, CPE inhibition; higher % means a stronger effect; CPE inhibition, % at 10 µM, or IC50 in µM where a hit was titrated; 290,000 tested, 0.02% active; in the data active means a potency from the dose series; inconclusive means CPE inhibition mostly from about 3.7% at the one dose, without a potency; inactive means the rest, 99 in 100 with CPE inhibition below about 2.2%; further: strong numbers were not always called active
Rac1 GTP hydrolysis: MgcRacGAP GTPase-activating activity inhibitors, confirmation, biochemical, ADP Hunter fluorescence; 340,000 tested, 0.6% active; MgcRacGAP-stimulated Rac1 GTP hydrolysis, ADP Hunter fluorescence; higher % means a stronger effect; GST-tagged Rac1 F28L mutant substrate; AID 624330; inhibition, % at 30 µM; hits with a dose series show IC50 in µM;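 active means first-screen hits whose inhibition reached a set limit at any dose in the follow-up dose series; inconclusive means inhibition above the set first-screen limit but never retested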;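 further: fluorescence reports GDP produced by GAP-driven GTP hydrolysis; strong numbers were not always called active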
NTR1 agonist: agonists of NTR1, primary screen, imaging, U2OS cells, beta-arrestin-GFP, high content (AID 493036). P30989. NTR1-U2OS beta-arrestin-GFP spot imaging, agonist mode. activation, % at 20 µM. 330,000 tested, 0.17% active;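 active means activation at or above 40% of the spot to cytoplasm intensity ratio, with at least 20 cells analyzed; inconclusive means wells under 20 cells, flagged as cytotoxic or low count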;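 further: 0% = DMSO without peptide and 100% = 100 nM NTR1 peptide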
Target sequence (P30989 whole entry, looked up): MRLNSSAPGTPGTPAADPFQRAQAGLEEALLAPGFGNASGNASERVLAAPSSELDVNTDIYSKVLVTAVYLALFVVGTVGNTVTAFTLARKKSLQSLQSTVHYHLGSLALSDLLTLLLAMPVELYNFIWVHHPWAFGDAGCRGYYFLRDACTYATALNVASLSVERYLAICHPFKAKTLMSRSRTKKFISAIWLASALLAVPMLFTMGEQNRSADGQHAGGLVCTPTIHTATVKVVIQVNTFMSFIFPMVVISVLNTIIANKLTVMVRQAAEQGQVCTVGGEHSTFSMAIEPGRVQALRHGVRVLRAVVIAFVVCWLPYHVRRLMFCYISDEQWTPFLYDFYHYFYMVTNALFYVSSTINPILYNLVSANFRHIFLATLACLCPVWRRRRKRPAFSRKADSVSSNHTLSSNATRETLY
T cell HTS: modulates CD8 T cell binding to vesicles. 2C CD8+ T cell-vesicle binding, flow cytometry; hits give low values. calls only at 7 µM. 330,000 tested, 0.068% active;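 active means response, share of CD8 T cells binding vesicles, and their 90th percentile fluorescence all below set limits, cut at about 80% in these data, passing the limit was not always enough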
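Read-out – percent CD8+ FL2 mean versus row control · System – murine 2C transgenic CD8+ T lymphocytes · Times – 1.5 h cell–vesicle binding at 37 °C, then 20 min icy labelling · Control set – naked vesicles low, QL9 vesicles with vehicle high · Detection – cytometric PE anti-B7-1 and Alexa647 anti-CD8 signals after 1% paraformaldehyde fixation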
Large T inhibition: TAg ATPase/helicase activity blockers – biochemical (AID 1903); SV40 large T antigen ATPase/helicase inhibition assay; higher % means a stronger effect; one-dose inhibition, % at 20 µM; IC50 in µM for titrated hits; 310,000 tested, 0.39% active; in the data active means a potency from the dose series; inconclusive means inhibition mostly from about 32% at the one dose, without a potency; inactive means the rest, 99 in 100 with inhibition below about 32%; further: strong numbers were not always called active
RSV antiviral HEp-2: inhibition of RSV-induced cytopathic effect – HEp-2 cells, primary 10 µM value included (AID 2391); HEp-2 cells, RSV-induced CPE inhibition; higher % means a stronger effect; CPE inhibition, % at 10 µM; hits with a dose series show IC50 in µM; 310,000 tested, 0.13% active; in the data active means a potency from the dose series; inconclusive means CPE inhibition mostly from about 23% at the one dose, without a potency; inactive means the rest, 99 in 100 with CPE inhibition below about 21%; further: strong numbers were not always called active
T cell HTS vesicle-bound %: also measured in T cell HTS; calls as there; double positive events, %; measured here: CD8+ vesicle-bound cell fraction;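 binding gate set so that unloaded-vesicle control wells show 10% double positive cells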
NTR1 agonist cell count 20 µM: further read-out of NTR1 agonist, marked with its call; cell count; measured here: cell count, cytotoxicity flag
NS5 inhibitors pilot replicate: second read-out of NS5 inhibitors, no call of its own (marks repeat the call); inhibition, %; measured here: pilot screen replicate inhibition
* = called active by the depositor; i = inactive; ? = inconclusive; / = no result given; [ ] = dose if it differs, or a comment.

SMILES | UTI89 phage lysis | NS5 inhibitors | PhoP inhibition | West Nile antiviral | Rac1 GTP hydrolysis | NTR1 agonist | NTR1 agonist cell count 20 µM | T cell HTS | T cell HTS vesicle-bound % | Large T inhibition | RSV antiviral HEp-2 | others
COc1ccc(C2CC(c3cccc(Cl)c3)n3nc(N)nc3N2)cc1 (centres undefined) | 1.6% | -3% | 3% | -0.8% | -7% | -0.8 | 58 | i | 65 | 2% | 1.1%
COC(=O)c1ccc(-c2noc(CN(Cc3ccncc3)CC3CCCO3)n2)cc1 (centres undefined) | 0.8% | 3% | -3% | 0.1% | 6% | -0.3 | 51 | i | 44 | 10% | -0.6%
COCC1CCN(c2nc3nonc3nc2N2CCSCC2)C1 (centres undefined) | 0.2% | 3% | -13% | 0.3% | 10% | 0.3 | 78 | i | 50 | 7% | 0.6%
O=C(COC(=O)c1ccc(S(=O)(=O)C(F)F)cc1)Nc1cccnc1Cl | 0.5%[50 µM] | -2% | 4% | / | 6% | 1.8 | 63 | i | 48 | 4% | 1.6%
COc1ccc(S(=O)(=O)N(CC(=O)N2CCOCC2)Cc2ccccc2)cc1C | 1.1% | -10% | -3% | -1.0% | 3% | -0.2 | 60 | i | 10 | -2% | -1.0%
CCCNC(=O)CCc1c(C)nc2c(c(C)nn2-c2ccc(C)cc2)c1C | 1.3%[50 µM] | -3% | 3% | -1.0% | / | -0.3 | 42 | i | 14 | 4% | 2.6%
Cn1cccc1C(=O)NCc1ccc(Cl)cc1 | 0.0% | -7% | 9% | -0.7% | 6% | -0.7 | 58 | i | 41 | 4% | 0.3%
CCn1c(SCc2nc(-c3ccc(Cl)cc3)no2)nnc1-c1ccco1 | 2.4% | -3% | 9% | -0.9% | 10% | 2.5 | 73 | i | 56 | 7% | 2.6%
O=C(CSc1nnc(COc2cccc3ccccc23)o1)N1c2ccccc2CCc2ccccc21 | 1.1% | 2% | 13% | -0.7% | 13% | 1.0 | 45 | i | 31 | 15% | 15%
O=C(NCc1cccs1)C1CCC(=O)N(Cc2cccc(C(F)(F)F)c2)C1 (centres undefined) | 0.1% | -5% | -8% | -0.6% | 2% | -0.4 | 54 | i | 71 | -2% | 0.2%
COc1ccc(NC(=O)CS(=O)(=O)c2ccc(C)cc2)c(OC)c1 | 0.0% | -4% | -8% | -1.1% | 4% | 0.2 | 53 | i | 52 | 4% | 0.3%
COC(=O)Nc1nnc(CCc2ccccc2)s1 | 3.8% | -1% | 18% | -0.1% | 6% | -1.7 | 52 | i | 26 | -9% | 1.1%
Cc1ccc(C)c(N2CCN(C(=O)CN(C)S(=O)(=O)c3cnc[nH]3)CC2)c1 | -0.1% | 4% | -2% | -0.3% | 11% | 3.6 | 43 | i | 30 | 7% | 1.7%
CCCC(C(=O)NC1CCCC1)N(CC1CCCO1)C(=O)CNS(=O)(=O)c1ccccc1 (centres undefined) | 0.1% | 6% | 8% | -1.1% | 4% | -0.5 | 58 | i | 32 | -4% | 2.4%
CCCCCCn1c(N2CCC(C(N)=O)CC2)nc2c1c(=O)n(C)c(=O)n2C | -0.7% | -3% | 0% | 0.2% | 10% | -0.7 | 73 | i | 30 | 4% | 0.6%
COc1ccc(CNC(=O)COc2cccnc2[N+](=O)[O-])cc1OC | 0.2% | 1% | 11% | 0.2% | 5% | 0.1 | 96 | i | 19 | -4% | -0.1%
CC(C)(CNS(C)(=O)=O)SCc1ccc(Cl)cc1 | -0.8% | 4% | -3% | / | 0% | -1.4 | 108 | i | 29 | -8% | -0.6%
Cc1ccccc1Nc1nnc(SCC(=O)c2ccc(O)cc2O)s1 | -0.1% | 5% | 1% | -1.1% | 6% | -0.3 | 42 | i | 44 | 8% | 1.7%
COC(=O)c1ccc(NC(=O)CSCc2ccccc2)cc1 | 0.5% | 8% | -1% | -0.3% | 7% | -0.3 | 69 | i | 39 | 12% | 17%
O=C1/C(=C\c2ccc(Br)cc2)SC(=S)N1NS(=O)(=O)c1ccccc1 | -0.1% | -8% | -3% | 0.3% | 11% | 3.4 | 52 | i | 22 | 5% | 10.0%
CCN(CC(=O)NC1CC1)S(=O)(=O)c1ccc(OC)cc1 | 0.1%[50 µM] | 4% | -3% | 0.1% | 4% | 1.0 | 66 | i | 12 | 5% | 1.3%
CCOc1cc(C2C(C(=O)OCC(C)C)=C(C)N=C3SCCC(=O)N32)ccc1OC(C)=O (centres undefined) | -0.3% | -5% | -5% | -0.4% | 9% | 0.0 | 81 | i | 29 | 1% | 0.7%
C[C@H](CO)N1C[C@H](C)[C@@H](CN(C)S(=O)(=O)c2cccs2)Oc2c(NC(=O)c3ccncc3)cccc2C1=O | 2.5% | 7% | / | / | 5% | -3.4 | 54 | i | 6 | / | /
Cc1ccc(N(CC(=O)NC2CCCC2)C(=O)CCCC(=O)Nc2ccccn2)cc1C | 0.4% | 2% | 2% | -0.1% | 2% | 2.1 | 27 | i | 18 | 22% | 1.2%
COc1cc2nc(SCC(=O)c3ccc(Br)cc3)n3nc(C)nc3c2cc1OC | 0.1% | -3% | -2% | 0.0% | 7% | 3.3 | 39 | i | 49 | 6% | 2.7%
CCOc1ccc(CCNC(=O)c2nnc(Cc3ccc(F)cc3)o2)cc1OCC | -0.2% | -6% | -9% | / | 8% | 0.7 | 54 | i | 45 | 4% | 1.1%
Cc1ccc(CNC(=O)CCNC(=O)N2CCn3c2nc2ccccc23)cc1 | 0.1% | -1% | -12% | -0.2% | 9% | 1.6 | 68 | i | 35 | 15% | 3.9%
O=C(COc1ccccc1Cl)NC(=S)N1CCc2ccccc21 | 3.0% | -2% | 8% | 0.3% | 6% | 0.9 | 50 | i | 28 | 12% | -1.0%
CC1CC2=C(CC1/C=N/NC(N)=S)C(C)(C)CCC2 (centres undefined) | 0.3% | -2% | -4% | 0.7% | 14% | 17 | 48 | i | 45 | 27% | 3.8%
O=C(c1ccc(Cl)cc1)[C@@H]1[C@@H]2C(=O)N(c3ccc(Cl)cc3)C(=O)[C@@H]2C2c3ccccc3C=NN21 (some centres undefined) | 0.5% | -3% | -1% | -0.5% | 2% | 2.0 | 78 | i | 25 | 3% | 4.2%
CC(C)=CCCC(C)CN1CCC(n2nccc2NC(=O)C2CCCC2)CC1 (centres undefined) | -0.1% | 5% | 0% | -1.7% | 10% | -0.5 | 52 | i | 29 | 32% | -0.2%
O=C(Nc1ccc(Cl)c(Cl)c1)N1CCSCC1 | 0.1% | -8% | -2% | -0.1% | 3% | -0.1 | 88 | i | 14 | 6% | 6.0%
COc1ccc(Oc2nc3c(c(=O)n(C)c(=O)n3C)n2C)cc1 | 0.3% | -11% | -2% | -0.6% | 14% | -0.3 | 66 | i | 43 | 6% | 1.7%
C/C(CC(=O)Nc1cccc(Cl)c1C)=N\NC(=O)Cc1csc(N)n1 | 0.1% | -8% | 8% | -0.3% | 11% | -1.9 | 71 | i | 59 | 14% | 1.2%
COc1ccc(CNC(=O)N2CCN(c3ccc(F)cc3)CC2)cc1 | 1.1% | 0% | 9% | -1.4% | 10% | 0.5 | 54 | i | 39 | 1% | 0.8%
CC(NC(=O)Cc1ccccc1)c1ccc(F)cc1 (centres undefined) | 7.4%[50 µM] | 4% | 4% | -0.5% | 2% | 2.2 | 70 | i | 25 | 12% | 0.1%

Continued; it opens with the two that closed the last part.
SMILES | UTI89 phage lysis | NS5 inhibitors | PhoP inhibition | West Nile antiviral | Rac1 GTP hydrolysis | NTR1 agonist | NTR1 agonist cell count 20 µM | T cell HTS | T cell HTS vesicle-bound % | Large T inhibition | RSV antiviral HEp-2 | others
COc1ccc(CNC(=O)N2CCN(c3ccc(F)cc3)CC2)cc1 | 1.1% | 0% | 9% | -1.4% | 10% | 0.5 | 54 | i | 39 | 1% | 0.8%
CC(NC(=O)Cc1ccccc1)c1ccc(F)cc1 (centres undefined) | 7.4%[50 µM] | 4% | 4% | -0.5% | 2% | 2.2 | 70 | i | 25 | 12% | 0.1%
CCOC(=O)C1CCN(CC(O)COCc2cccs2)CC1 (centres undefined) | 0.2% | -10% | 5% | 0.2% | 13% | -0.1 | 66 | i | 58 | 19% | 0.8%
CC(=O)Nc1ccc2c(c1)c1ccccc1n2C(C)=O | 2.0%[50 µM] | 3% | 1% | -0.6% | 12% | 1.3 | 69 | i | 50 | -2% | 4.4%
COc1ccc(/C=N/NC(=O)Cn2cnc3ccccc3c2=O)cc1 | 0.0% | -5% | 17% | -0.1% | 10% | -0.3 | 54 | i | 5 | 14% | 0.4%
CN(C)CCCNc1ccc(-c2n[nH]c(=O)c3ccccc23)cc1[N+](=O)[O-] | -1.4% | 3% | -3% | -1.9% | 18% | -0.1 | 53 | i | 65 | 15% | -0.5%
Cc1cc2c(cc1S(=O)(=O)CCC(=O)NCCc1ccccc1)OCC(=O)N2 | 4.2% | -1% | / | -0.3% | 2% | -1.1 | 109 | i | 18 | 14% | 0.6%
COc1ccc(CNS(=O)(=O)c2ccc(S(=O)(=O)N3CCCCC3)cc2)cc1 | 0.5% | -2% | / | -0.1% | 14% | 1.7 | 46 | i | 43 | / | 1.4%
Cc1cc2ccccn2c1C(=O)c1ccncc1 | 0.1%[50 µM] | -7% | -2% | -0.4% | 6% | 0.6 | 53 | i | 30 | -1% | 2.5%
COc1ccc(NC(=O)c2cc(S(=O)(=O)N3CCS(=O)(=O)CC3)ccc2Cl)cc1 | 0.1% | / | 17% | ? | 15% | -1.2 | 52 | i | 18 | 1% | 2.2%
COc1ccc2[nH]c(C(=O)Nc3cccc(C)n3)cc2c1 | / | / | -2% | 0.2% | / | 2.6 | 40 | i | 21 | 9% | 6.1%
OC1CCCN(CC(O)COC(c2ccccc2)c2ccccc2)C1 (centres undefined) | -0.2% | 2% | -6% | 0.0% | 17% | 0.2 | 48 | i | 50 | 8% | -0.8%
N#Cc1cccnc1N1CCC(C(N)=O)CC1 | 0.6% | -12% | -13% | 0.5% | 2% | -1.4 | 52 | i | 33 | 7% | 2.8%
Cn1c(=O)c2c(nc(CN3CCN(C(=O)c4ccco4)CC3)n2CCc2ccccc2)n(C)c1=O | 0.9% | -5% | -12% | -0.4% | 5% | 0.3 | 80 | i | 46 | 9% | 0.8% | NS5 inhibitors pilot replicate=2.4

Outcome played no part in choosing rows, and some 1.5% of all compounds hit somewhere here.
